PfG6PD inh = PfG6PD (Plasmodium falciparum) enzyme inhibition; AID 504690; PfGluPho enzyme, NADPH resazurin-diaphorase fluorescence; inhibition, % at 20 µM; 0.78% of 350,000 active;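 active = inhibition reaching at least a set limit at 20 µM in the primary screen, cut at about 59% in these data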;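 also: 0% = DMSO wells with substrate and 100% = DMSO wells lacking glucose-6-phosphate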
ATG4B inh = blocks human ATG4B protease cleavage of LC3 substrate; 0.51% of 340,000 active; AID 504462; inhibition, % at 8.33 µM; ATG4B cleavage of LC3-PLA2, NBD-HPC fluorescence, 1 h; Q9Y4P1; in the data active = inhibition above about 40%
hIAP activ = human IAP activation; P09923; purified human IAP, CDP-Star luminescence, 30 min; stronger effect = higher value; 1 = vehicle-only enzyme, 0 = enzyme-free background; activation factor at 10 µM; 0.16% of 330,000 active;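 active = activation factor of the enzyme at least 2-fold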; also: the source names both 10 and 20 µM as test concentration; values of inactives mirror those of a sister screen read the other way
Target sequence (P09923 whole entry, looked up): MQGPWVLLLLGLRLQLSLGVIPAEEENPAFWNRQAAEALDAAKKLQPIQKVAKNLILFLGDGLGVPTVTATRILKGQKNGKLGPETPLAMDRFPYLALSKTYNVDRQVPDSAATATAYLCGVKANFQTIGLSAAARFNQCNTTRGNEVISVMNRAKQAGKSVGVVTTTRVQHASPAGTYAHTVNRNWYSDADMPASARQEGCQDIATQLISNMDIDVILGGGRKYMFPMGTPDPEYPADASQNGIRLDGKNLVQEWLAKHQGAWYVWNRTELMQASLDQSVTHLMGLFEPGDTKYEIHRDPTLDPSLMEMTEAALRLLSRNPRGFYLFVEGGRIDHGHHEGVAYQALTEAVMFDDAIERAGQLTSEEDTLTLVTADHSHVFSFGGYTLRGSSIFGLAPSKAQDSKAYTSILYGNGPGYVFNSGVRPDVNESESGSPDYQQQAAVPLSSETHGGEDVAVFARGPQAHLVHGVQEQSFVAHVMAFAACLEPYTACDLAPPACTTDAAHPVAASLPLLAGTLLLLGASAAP
SENP1 inh = blocks the human SENP1 SUMO protease catalytic domain; 0.21% of 360,000 active; Q9P0U3; inhibition, % at 10 µM; recombinant SENP1 catalytic domain, CyPet-SUMO1-YPet FRET cleavage; AID 624204;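 active = inhibition at least 30% at 10 µM, raw YFP signal under a set limit, fluorescence ratio 0.5 to 1.5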;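 also: 0% = enzyme with DMSO and 100% = no enzyme wells; some results filed as inactive read as strong as hits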
Target sequence (Q9P0U3 419-644 limits assumed): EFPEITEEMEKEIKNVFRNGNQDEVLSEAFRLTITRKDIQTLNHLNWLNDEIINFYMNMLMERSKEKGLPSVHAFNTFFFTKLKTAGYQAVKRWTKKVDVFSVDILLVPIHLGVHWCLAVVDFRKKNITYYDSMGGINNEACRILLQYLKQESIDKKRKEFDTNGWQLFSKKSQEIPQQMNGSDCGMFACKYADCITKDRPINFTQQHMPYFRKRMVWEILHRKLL
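Material: hSENP1 catalytic domain, recombinant; medium: Tris pH 8 with BME, BSA, NP40 and catalase; compound: single concentration of 10 µM compound, 0.5% DMSO final; technique: FRET read of cyan and yellow fluorescence; timing: 50 min enzyme reaction, room temperature, light-protected; reagent: SFCypet-SUMO1-SFYpet substrate at 25 nM; control set: no-enzyme low, enzyme-DMSO high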
SENP8 block = inhibitors of human SENP8 protease | inhibition, % at 20 µM | recombinant SENP8, Nedd8 substrate fluorescence | AID 602440 | 0.64% of 360,000 active; in the data active = inhibition mostly above about 40%, no sharp cut-off; inactive = mostly below about 27%
Target sequence (Q96LD8 whole entry, looked up): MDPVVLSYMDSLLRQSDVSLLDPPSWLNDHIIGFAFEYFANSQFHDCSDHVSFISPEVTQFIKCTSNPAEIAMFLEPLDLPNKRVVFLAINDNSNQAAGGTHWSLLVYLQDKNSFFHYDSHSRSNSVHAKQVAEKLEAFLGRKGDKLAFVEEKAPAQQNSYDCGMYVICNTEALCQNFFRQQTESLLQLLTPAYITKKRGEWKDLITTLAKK
GRIN3A LBD mod = NR3A (human) ligand-binding domain modulation; Tm shift relative to glycine control, % at 25 µM; 2.5% of 340,000 active; AID 1259313; NR3A LBD differential scanning fluorimetry, Tm shift; 0% = protein alone, 100% = glycine-bound protein;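 active = melting temperature shift of at least 10% of the positive control shift, at one fixed dose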
MPTP inh = inhibitors of mitochondrial permeability transition pore | isolated mouse mitochondria, Ca2+ swelling absorbance, 30 min | inhibition, % at 10 µM | 1.4% of 360,000 active;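 active = inhibition of 50% or more, scaled per plate between neutral and stimulator controls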;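 also: 0% = DMSO wells given calcium and 100% = 1 mM EGTA wells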
SENP6 inh = inhibitors of human SENP6 protease; Q9GZR1; Recombinant SENP6 catalytic domain, aminoluciferin luminescence; inhibition, % at 10 µM; 1.8% of 330,000 active; AID 2599;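 active = inhibition above about 50% at the single tested dose, limit read from the data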;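 also: plate controls were DMSO wells with enzyme for no effect and DMSO wells lacking enzyme for full effect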
Starred values were filed as active, the others as inactive; i = inactive; . = not tested or not shown.

SMILES	PfG6PD inh	ATG4B inh	hIAP activ	SENP1 inh	SENP8 block	GRIN3A LBD mod	MPTP inh	SENP6 inh
COc1ccc(Cl)cc1NS(=O)(=O)c1c(C)[nH]c(=O)[nH]c1=O	-2	-5	1	3	18	1	0.4	-1
O=C(NC1CCCCC1)C1CCCN(c2nnnn2-c2ccccc2)C1 (stereo not given)	-2	-9	0.97	3	9	1	0.1	-15
COc1ccc(CCNC(=O)c2ccccc2-c2ccccc2C(=O)O)cc1OC	-6	3	1	0	11	-2	-0.5	-26
CC(C)Oc1ccc(OCCNC2CCCC2)cc1	-8	-4	0.82	1	17	-3	3.6	-6
CC(C)(C)NC(=O)Nc1ccc2nccnc2c1	12	-1	1.2	-78	-410	-1	-6.1	-19
Cc1ccc(S(=O)(=O)N2CCN(Cc3nc4ccccc4n3C)CC2)cc1	0	-27	1	-3	-7	1	0.0	-13
Cn1cccc1C(=O)NC(=O)COC(=O)c1cc(Cl)ccc1[N+](=O)[O-]	2	4	1.1	-9	-33	-2	-0.8	-32
COc1cc(C(=O)n2nc(C)cc2C)ccc1O	6	-13	0.86	-1	-7	-1	-0.6	-18
Cc1ccc(NC(=S)N(Cc2ccco2)C2CCN(C(C)C)CC2)cc1	4	30	0.93	-5	15	-2	0.5	-2
CCN(CC)S(=O)(=O)c1ccc(NC(=O)COc2nc3ccccc3nc2N2CCOCC2)cc1	7	-15	1	1	-54	-5	1.5	-16
CN(C)NC(=S)Nc1ccc2nc(-c3ccccn3)c(-c3ccccn3)nc2c1	-11	-8	1.2	59*	-92	0	-2.0	-6
CCOC(=O)C1=C(C)NC2=C(C(=O)CC(c3cccs3)C2)C1c1cccs1 (stereo not given)	5	-11	0.88	-3	i	-10	-0.9	-19
O=c1cc(CSc2ccc([N+](=O)[O-])cc2)nc2sccn12	6	-2	0.97	3	0	-1	1.0	-32
COCCn1c(SCC(=O)Nc2ccccc2F)nnc1-c1ccoc1C	-5	2	0.91	-1	8	1	-0.4	-4
C/C(=N\NC(N)=O)c1ccccc1	6	-8	0.98	2	-3	-3	-3.9	-20
COc1cccc(C(c2c(O)nc(SC)n(C)c2=O)c2c(O)nc(SC)n(C)c2=O)c1	-35	-3	1	1	9	-4	3.5	-9
Cn1c(-c2ccc(F)cc2)cnc1SCC(=O)Nc1ccccc1N1CCOCC1	2	-16	1	-2	-34	-1	3.3	34
Cc1cc(C)c(C#N)c(=N)o1	66*	5	0.97	4	-89	1	-1.0	4
COc1cc(SC)ccc1C(=O)NCc1ccccc1	-14	-6	1.1	2	6	-2	-1.8	0
CNc1c([N+](=O)[O-])cnn1-c1ccccc1Cl	-3	-6	0.97	1	11	0	1.0	-5
CC(C)(C)NC(=O)/C(=C\c1ccco1)NC(=O)c1cccs1	-7	-9	1.1	0	4	7	0.8	-9
CCC(C)N1CC(C(=O)O)CC1=O (stereo not given)	-1	3	0.97	2	5	-2	-1.5	-17
Cc1c(NC(=O)C(C)OC(=O)CC2Sc3ccccc3NC2=O)c(=O)n(-c2ccccc2)n1C (stereo not given)	-7	-8	1.1	3	3	3	-0.4	-3
Cc1cc(C)n(CC(=O)NNC(=O)c2cncc(Br)c2)n1	-12	0	1.1	1	10	0	-2.9	-4
COC(=O)c1sc(SC)c(S(=O)(=O)C(C)C)c1N/N=C(\C#N)S(=O)(=O)c1ccccn1	2	1	0.85	0	-25	-1	0.6	0
N#Cc1ccc(CSc2nnc(Cc3cccs3)n2Cc2ccco2)cc1	39	-2	1.3	-15	14	1	-0.5	-8
NC(=O)CCc1c[nH]c2ccccc12	3	-4	0.98	-2	-70	2	-3.9	-10
COc1ccc(OC)c(NC(=O)CN(Cc2ccc(Cl)cc2)S(C)(=O)=O)c1	3	-9	1.3	0	6	-2	-1.4	-26
CCOC(=O)CC1CCCCN1Cc1cn(C)nc1-c1ccc2c(c1)OCCO2 (stereo not given)	-16	-6	1.1	0	13	1	-0.3	-3
CCC(=O)Nc1ccc2c(c1)Cc1cc(NC(=O)CC)ccc1-2	5	-8	0.86	4	0	6	-0.3	-28
Cc1cc(OCCCn2ccnc2)cc(C(C)C)c1	-6	-26	0.94	1	7	-1	-0.5	-5
CCOc1cc(/C=C2\SC(=S)N(NC(=O)c3cccnc3)C2=O)ccc1O	-31	2	0.72	50*	17	-1	3.7	-12
COc1ccc(C(=O)NCC(=O)O)cc1	-10	-3	0.88	3	6	2	-2.5	-1
Cc1cccc(N2CCN(C(=O)C(NS(=O)(=O)c3cccs3)c3ccccc3)CC2)c1C (stereo not given)	-5	-6	1.1	-1	26	-13	3.1	10
COCCCNC(=O)CSc1nc2ccccc2c(=O)n1CCCN1CCCCC1	-17	-1	0.96	2	23	-6	-1.0	-12
CCOc1ccc(Br)cc1S(=O)(=O)Nc1ccc(C(=O)Nc2ccccc2OC)cc1	-1	19	1.1	0	16	16*	-0.5	4
COc1ccc(-c2nc(C#N)c(N3CCN(c4cccc(Cl)c4)CC3)o2)cc1OC	-3	-9	1	1	-258	-8	-0.3	-4
CCOc1ccc(/C=C2\CCC(C3CCCC3)C2=O)cc1OC (stereo not given)	-10	1	1	3	11	0	-0.3	18
Cc1ccc(CN2C(=O)CCC2C(=O)N2CCN(c3ccc(F)cc3)CC2)cc1 (stereo not given)	-2	-3	1.1	2	16	0	-0.7	-3
CCOc1ccc(C(C)NC(=O)C2CCC2)cc1 (stereo not given)	-12	2	1	-1	12	-6	0.5	5
C/C(Cn1nnc([N+](=O)[O-])n1)=N\NC(=O)c1ccc(Cl)c(Cl)c1	83*	-6	0.93	-1	34	-1	-0.5	14
Cc1nc(N)sc1C(=O)Nc1ccccc1	-15	1	1.2	2	28	-44	2.7	10
Cc1ccc(C(=O)OCC(=O)Nc2ccccc2N2CCOCC2)cc1	6	2	1.1	2	19	-1	1.7	-5
COCCN(C(=O)COC(=O)c1nc(Cl)ccc1Cl)c1c(N)n(Cc2ccccc2)c(=O)[nH]c1=O	-6	-1	0.95	1	-4	0	-0.7	-8
O=C(O)C1C2CCC(O2)C1C(=O)Nc1ccc(Cl)cc1F (stereo not given)	-10	8	0.86	2	13	-2	-0.6	-7
COc1ccc(-c2cc(C(F)(F)F)nc(SCC(N)=O)n2)cc1	4	10	1	0	-259	-3	-0.2	-2
CC(NCC(O)COCCC12CC3CC(CC(C3)C1)C2)c1ccccc1 (stereo not given)	6	26	1	1	13	-3	2.3	8
N#Cc1ccc(NC(=O)COC(=O)C2Cc3ccccc3CN2C(=O)c2ccccc2)cc1 (stereo not given)	11	-1	1.1	3	3	-10	1.5	-3
CS(=O)(=O)Cc1ccc(C(=O)NC2CCN(Cc3ccccc3)C2)cc1 (stereo not given)	-2	-12	1.1	-1	14	-1	4.3	-8
CC(C)(C)c1nc(SCC(=O)Nc2nc3c(s2)CCCC3)c2ccccc2n1	14	4	1.1	2	17	-2	0.6	-31
COc1ccc(/C=C/C(=O)NC(=S)Nc2ccc(S(=O)(=O)N=C(N)N)cc2)cc1OC	-7	8	0.98	-20	-86	4	0.0	-7
Cc1noc(C)c1C(=O)OCC(=O)Nc1cccc(F)c1	-11	.	.	4	16	.	-1.4	.
Nc1c(C(=O)Nc2ccc3c(c2)OCCO3)nnn1Cc1ccccc1Cl	24	26	0.97	2	13	2	-0.7	-12
Cc1nc2ccccc2nc1OCc1ccccc1	-9	11	0.91	1	2	0	1.4	-20
O=c1cc(CN2CCN(S(=O)(=O)/C=C/c3ccccc3)CC2)c2ccc(O)cc2o1	-1	0	0.99	-27	-411	4	4.7	-4
Cc1ccccc1NC(=O)c1ccccc1NC(=O)CCC(=O)O	-22	3	0.91	2	-6	-3	-1.8	-6
O=C(Cc1c(C(=O)O)[nH]c2ccccc12)NCCN1CCN(c2cccc(Cl)c2)CC1	-17	-4	1.2	4	21	-10	-3.5	-4
CC(C)(C)NC1=CC(=O)OC12CCCCC2	-4	-2	1	0	9	1	0.0	-3
CC(C)Cc1nc(N2CCC(C(N)=O)CC2)c2nnn(Cc3ccccc3)c2n1	-4	-6	0.95	-17	6	2	-0.7	-4
Cc1ccccc1-c1nc(CN(C)C(C)c2ccon2)c(C)o1 (stereo not given)	9	-2	1	0	1	1	0.3	-11

Next section; the last four above are carried over.
SMILES	PfG6PD inh	ATG4B inh	hIAP activ	SENP1 inh	SENP8 block	GRIN3A LBD mod	MPTP inh	SENP6 inh
O=C(Cc1c(C(=O)O)[nH]c2ccccc12)NCCN1CCN(c2cccc(Cl)c2)CC1	-17	-4	1.2	4	21	-10	-3.5	-4
CC(C)(C)NC1=CC(=O)OC12CCCCC2	-4	-2	1	0	9	1	0.0	-3
CC(C)Cc1nc(N2CCC(C(N)=O)CC2)c2nnn(Cc3ccccc3)c2n1	-4	-6	0.95	-17	6	2	-0.7	-4
Cc1ccccc1-c1nc(CN(C)C(C)c2ccon2)c(C)o1 (stereo not given)	9	-2	1	0	1	1	0.3	-11
Cc1ccc(-n2ncc3c2CC(C)(C)CC3NC(=O)c2c(C)noc2C)cc1 (stereo not given)	2	-8	1.3	-3	8	1	0.0	-13
COc1ccc(C(=O)N2CCCC(CCC(=O)N3CCN(c4ccccn4)CC3)C2)cc1 (stereo not given)	-5	13	0.94	0	-11	3	0.9	6
Cc1ccc(N(C(=O)CNC(=O)c2ccco2)C(C(=O)NC2CCCCC2)c2cccnc2)cc1 (stereo not given)	-6	1	0.93	1	14	-1	-1.1	-6
Cc1cc(C(C)c2ccccc2)c(O)c(CN2CCOCC2)c1C (stereo not given)	10	-11	0.88	1	7	0	1.5	-10
Cc1ccc(C)c(-c2csc(N)c2C(=O)OC(C)C)c1	25	-4	1	-1	29	-29	7.6	2
Cc1c(NC(=O)C2CCCN2S(=O)(=O)c2cccc3nsnc23)cccc1C(=O)O (stereo not given)	-14	-6	0.9	3	8	1	-1.4	5
Cc1ccc(C(=O)Nc2ccc(Oc3cccc(C(F)(F)F)c3)nc2)cc1	-4	-2	0.97	3	19	1	21	-3
Cc1cc(=O)[nH]c(SCCc2ccccc2)n1	-11	4	0.66	1	15	-2	0.3	11
COc1ccccc1NC(=O)NC1CCCCCCC1	22	-1	1.2	-1	-2	2	0.4	-12
C/C(N)=C(/C#N)C(=O)CSc1nnnn1-c1ccc(C)cc1	-1	-5	0.95	-6	13	2	-1.4	-8
COc1ccc(/C=C/C(=O)OCC(=O)Nc2cc(C(N)=O)cc(C(N)=O)c2)cc1	17	-10	1.1	0	-21	-1	-1.8	-16
COCCCN1C(=O)c2ccc(C(=O)OCC(=O)NCc3cccc(OC)c3)cc2C1=O	18	-7	1.1	0	19	2	0.5	1

Taken from the results shown for reference:
SMILES	PfG6PD inh	ATG4B inh	hIAP activ	SENP1 inh	SENP8 block	GRIN3A LBD mod	MPTP inh	SENP6 inh
COc1ccccc1NC(=O)NC1CCCCCCC1	22	-1	1.2	-1	-2	2	0.4	-12
C/C(N)=C(/C#N)C(=O)CSc1nnnn1-c1ccc(C)cc1	-1	-5	0.95	-6	13	2	-1.4	-8

Other records
SMILES	PfG6PD inh	ATG4B inh	hIAP activ	SENP1 inh	SENP8 block	GRIN3A LBD mod	MPTP inh	SENP6 inh
CC1CCC2C(=O)N(c3ccc(S(=O)(=O)c4ccccc4)cc3)C(=O)C2C1 (stereo not given)	4	-6	0.93	3	-1	2	2.8	-4
N#CCCn1cc(C(=O)O)c(-c2cc3ccccc3o2)n1	-3	-2	0.91	2	5	-2	-1.3	-7
COc1ccc(-c2nnc(SCC(=O)NCCc3ccc(S(N)(=O)=O)cc3)o2)cc1OC	8	-8	1.3	3	2	-1	0.4	-9
O=C(c1cc(COc2ccc(F)cc2Cl)on1)N1CCc2ccccc2C1	-19	4	0.94	3	6	2	0.2	-5
O=C(/C=C/c1ccncc1)c1ccc(NC(=O)c2ccccc2F)cc1	25	0	.	-2	11	-6	-1.0	.
CCOP1(=O)C=C(C(C)(C)C)OC1c1ccc(F)cc1 (stereo not given)	-17	-7	1.1	4	16	2	-1.7	-9

From PubChem BioAssay
